USP2a inh: USP2a (human) protease inhibition | O75604 | USP2a enzymatic assay, qHTS inhibition | Potency, µM (highest dose often 38.3 µM), for the others: at the highest dose activity change, negative = inhibition, hits mostly inhibitors | actives 0.1% (n = 60,000);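 also: potency is read from the fitted curve at half-maximal effect; nearly all actives have a fitted effect of over 60% in size; plate controls were DMSO for no effect and NEM full inhibition control for full effect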
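USP2 core (20 nM final) was preincubated with compound for 30 min at RT in 20 mM Tris-HCl pH 8.0, 2 mM CaCl2, 2 mM beta-mercaptoethanol; Ub-PLA2 (20 nM) plus NBD C6-HPC (20 uM) then added, fluorescence read after 2.5 h.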
Caspase-1 inhib: caspase-1 (human) inhibition, allosteric or competitive. Potency, µM (highest dose often 57.5 µM), inactives show top-dose activity change, negative = inhibition, usual class: inhibitors. actives 0.03% (n = 75,000). AID 900. Caspase-1 enzyme, Ac-WEHD-AFC fluorogenic rate;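 also: potency is read from the fitted curve at half-maximal effect; plate controls were vehicle for no effect and no substrate for full effect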
Target sequence (P29466 120-297 limits assumed): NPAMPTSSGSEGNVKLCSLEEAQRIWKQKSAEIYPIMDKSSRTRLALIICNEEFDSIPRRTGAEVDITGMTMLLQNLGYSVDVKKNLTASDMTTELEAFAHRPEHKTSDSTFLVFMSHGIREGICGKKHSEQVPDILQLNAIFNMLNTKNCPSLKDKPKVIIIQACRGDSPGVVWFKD
Target sequence (P29466 317-404 limits assumed): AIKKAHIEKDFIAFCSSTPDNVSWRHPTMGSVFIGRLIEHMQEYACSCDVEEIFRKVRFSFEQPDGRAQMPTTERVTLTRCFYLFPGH
FLuc inh: firefly luciferase inhibition. Potency, µM (titrated, usually from 57.1 µM), without a hit: at the highest dose activity change, negative = inhibition, hits mostly inhibitors. purified firefly luciferase, luminescence, 8 min. actives 2.2% (n = 72,000). AID 411; also: potency is read from the fitted curve at half-maximal effect; % is scaled to controls: 0 for no effect and ±100 for the full control effect; nearly all actives have a fitted effect of over 40% in size
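Here, luciferase activity is measured as luminescence following an 8 min room-temperature reaction at 10 uM ATP, pH 7.2. Every library sample is titrated.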
TexasRed autofl: Texas Red region autofluorescence; actives 0.06% (n = 59,000); AID 587; Compound fluorescence, Texas Red channel, 547/618 nm; stronger effect = higher value; max dye-equivalent concentration, M; in the data active = max dye-equivalent concentration above about 10 nM; inconclusive = between about 1.1 nM and that limit
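Spectral interference profiling: each compound concentration's relative fluorescence, read with a 547 nm excitation and 618 nm emission filter pair, was normalized to a per-plate Texas Red standard curve.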
Tau fil binding: tau filament binding | P10636 | recombinant tau filaments, thioflavin S fluorescence, 15 h; filaments grown with octadecylsulfate alongside compound | Potency, µM (top dose mostly 57.1 µM), for the others: at the top dose activity change, negative = inhibition | actives 2% (n = 71,000);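 also: potency is read from the fitted curve at half-maximal effect; % is scaled to controls: 0 for no effect and ±100 for the full control effect; actives lower thioflavin S fluorescence by blocking filaments or displacing dye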
Target sequence (P10636 whole entry, looked up): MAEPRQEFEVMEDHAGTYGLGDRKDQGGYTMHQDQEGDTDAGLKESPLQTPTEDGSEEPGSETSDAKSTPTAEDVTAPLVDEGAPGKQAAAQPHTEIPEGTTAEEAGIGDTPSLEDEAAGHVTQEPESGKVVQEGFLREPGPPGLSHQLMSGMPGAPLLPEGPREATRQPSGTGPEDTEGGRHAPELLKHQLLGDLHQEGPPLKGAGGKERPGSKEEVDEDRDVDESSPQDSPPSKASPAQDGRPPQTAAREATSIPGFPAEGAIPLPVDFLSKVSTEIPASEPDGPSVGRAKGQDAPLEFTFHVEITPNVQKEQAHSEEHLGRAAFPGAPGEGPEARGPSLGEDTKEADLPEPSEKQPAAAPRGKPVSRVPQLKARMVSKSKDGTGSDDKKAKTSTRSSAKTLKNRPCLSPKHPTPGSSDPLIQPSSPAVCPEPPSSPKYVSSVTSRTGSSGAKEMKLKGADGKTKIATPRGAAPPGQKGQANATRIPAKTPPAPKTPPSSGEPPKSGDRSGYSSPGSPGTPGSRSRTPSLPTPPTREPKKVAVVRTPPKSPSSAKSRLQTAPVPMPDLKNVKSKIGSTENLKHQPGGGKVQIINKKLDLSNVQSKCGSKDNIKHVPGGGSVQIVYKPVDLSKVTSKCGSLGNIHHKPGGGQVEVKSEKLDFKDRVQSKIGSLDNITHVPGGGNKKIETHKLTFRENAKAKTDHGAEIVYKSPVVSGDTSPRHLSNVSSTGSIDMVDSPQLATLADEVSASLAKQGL
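His-tagged recombinant human tau (exons 2, 3, 10; 1 uM final) fibrillized with 30 uM sodium octadecylsulfate, 15 h at 37 C, in pH 7.4 HEPES buffer with 10 uM thioflavine S and 5 mM DTT. Reduced ThS fluorescence (450/510 nm) marks activity.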
HADH2 inh: HADH2 (human) dehydrogenase inhibition | Q99714 | recombinant HADH2, NADH fluorescence, beta-hydroxybutyryl-CoA | actives 3.4% (n = 73,000) | Potency, µM (doses to about 57.1 µM), inactives show top-dose activity change, negative = inhibition, most hits filed as inhibitors | AID 886; also: potency is read from the fitted curve at half-maximal effect; % is scaled to controls: 0 for no effect and ±100 for the full control effect; nearly all actives have a fitted effect of over 60% in size; many of its hits are not listed in these tables
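E. coli-expressed His-tagged HADH2 tested at 20 nM in alkaline Tris buffer (pH 9.0); oxidation of 90 uM beta-hydroxybutyryl-CoA with 1 mM NAD+ tracked fluorimetrically for 4 min.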
ERK AVP block: vasopressin-driven ERK pathway inhibition; HEK293-V1b, vasopressin-stimulated pERK AlphaScreen; Potency, µM (top dose mostly 57.5 µM), without a hit: top-dose activity, negative = inhibition, actives largely listed as inhibitors; actives 0.99% (n = 72,000); AID 995; also: potency is read from the fitted curve at half-maximal effect; % is scaled to controls: 0 for no effect and ±100 for the full control effect; nearly all actives have a fitted effect of over 55% in size
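Phosphorylated ERK1/2 detected via AlphaScreen bead proximity in lysates of V1b-expressing HEK293 cells given 25 nM vasopressin for 5 min after 30 min compound exposure (37 °C). AC50 from Hill equation; basal DMSO 0%, vasopressin 100%.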
HEK293 cAMP cs: counter-screen for TSHR agonists: cAMP increase in parental HEK293; Potency, µM (titrated, usually from 57.1 µM), for inactives: at the top dose activation, usual class: activators; actives 2.5% (n = 73,000); AID 938; parental HEK293 CNG cAMP sensor, membrane potential fluorescence; also: potency is read from the fitted curve at half-maximal effect; % of control where 0% means no effect; nearly all actives have a fitted effect of over 55% in size
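Counterscreen for endogenous-receptor signalling: CNG-channel HEK 293 cells report cAMP rise by membrane depolarization. After 60 min dye equilibration with 100 uM RO 20-1724, compounds incubated 30 min before bottom-read fluorescence at 590 nm.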
Rhodamine autofl: compound fluoresces in the rhodamine spectral region. Rhodamine-region fluorescence, 547/598 nm, Tris buffer; stronger effect = higher value. max dye-equivalent concentration, M. actives 0.05% (n = 59,000). AID 594; in the data active = max dye-equivalent concentration above about 11 nM; inconclusive = between about 1.1 nM and that limit
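Intensities are converted to rhodamine-equivalent concentration using a six-point rhodamine standard on each plate. Compounds sit 15 min at room temperature in 100 mM Tris buffer, pH 8.0; read uses the 547/598 nm excitation/emission pair.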
Fluorescein autfl: compound fluoresces in the fluorescein spectral region; Compound autofluorescence, 480/540 nm, fluorescein-equivalent; stronger effect = higher value; max fluorescein-equivalent concentration, M; AID 593; actives 0.91% (n = 59,000); in the data active = max fluorescein-equivalent concentration above about 10 nM; inconclusive = between about 1.1 nM and that limit
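Spectral profiling of library compounds in the fluorescein window (480 nm excitation, 540 nm emission) after 15 min at room temperature in pH 8.0 Tris (100 mM). Values are dye-equivalent concentrations.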
Casp7 inh: caspase-7 (human) inhibition, allosteric or competitive | recombinant caspase-7, Ac-DEVD-AFC fluorescence rate | AID 889 | Potency, µM (top dose mostly 57.5 µM), without a hit: at the highest dose activity change, negative = inhibition, most hits filed as inhibitors | actives 0.02% (n = 75,000); active = well fitted inhibition curve with a large enough effect in the main read-out, with a control signal flat, not every such curve was filed as active; inconclusive = small, poorly fitted or top-dose-only effect, or a change in a side signal; also: potency is read from the fitted curve at half-maximal effect; % of control where 0% means no effect
Active calls of the source: *; i = inactive; ? = inconclusive; . = not tested or not shown; [ ] = another dose, or the depositor's remark. Unless noted, calls follow the shape of the dose curve; as a rule, active = well fitted curve in the direction sought with a large enough effect; inconclusive = small, poorly fitted or top-dose-only effect, or another doubt; inactive = no such curve, though single readings can be large; an effect the other way counts as inactive or inconclusive. Only part of the results is shown, so the mix of outcomes need not match the whole.

SMILES	USP2a inh	Caspase-1 inhib	FLuc inh	TexasRed autofl	Tau fil binding	HADH2 inh	ERK AVP block	HEK293 cAMP cs	Rhodamine autofl	Fluorescein autfl	Casp7 inh
Cc1nc(CNS(=O)(=O)c2cccc(F)c2)cs1	2%	1%	1%	i	-1%	2%	6%	3%	i	i	-1%
Cc1cc(N2CCOCC2)c2c(N)c(C)cc(C)c2n1	-8%	-1%	0%	i	16µM*	4%	-23%	?	i	i	-3%
COc1cc(C2c3c(oc4ccccc4c3=O)C(=O)N2Cc2cccnc2)cc(OC)c1OC (configuration not stated)	1%	1%	2%	i	7%	8%	5%	-1%	i	i	0%
CCOC(=O)C1CCCN(CC(=O)/C=C2/N(C)c3ccccc3C2(C)C)C1 (configuration not stated)	13%	0%	0%	?	-15%	-9%	6%	23%	i	i	-2%
CCOC(=O)c1ccc(NC(=O)N2CCN(CCc3ccccc3)CC2)cc1	3%	2%	25µM*	i	0%	-2%	-19%	-6%	i	?	-1%
c1ccc(Nc2ncnc3c2oc2ccccc23)cc1	2%	-3%	-10%	i	24%	-14%	-19%	?	i	i	1%
O=C(O)C[C@@H]1CCCc2ccccc2[C@H]1O	1%	0%	4%	i	2%	14%	-2%	?	i	?	3%
CS(=O)(=O)N1CCC2(CC1)CN(c1ccc(-c3ccccc3)cc1)C2	52%[activator]	-4%	-1%[11.4 µM]	i	-5%	3%	-15%	-6%	i	i	-3%
CCN=c1scc(C)n1/N=C/c1ccsc1	-4%	-4%	?	i	-5%	9%	-16%	-7%	i	?	-3%
NC(=O)CSCc1ccc(Br)cc1	-7%	-1%	-1%	i	0%	1%	-24%	4%	i	?	1%
O=C(CSc1nnnn1-c1ccc2c(c1)CCC2)Nc1ccc2c(c1)OCCO2	17%	-3%	-1%	i	36%	13%	27%	?	i	i	0%[0.00368 µM]
CCn1c(=O)cc(SCC(=O)N2CCN(C3CCCCC3)CC2)c2ccccc21	39%[activator]	-1%	-1%	i	21%	-12%	-20%	?	i	i	0%

Entries from the list above containing a carbonyl joined to an NH by a bond outside any ring, in the order listed:
SMILES	USP2a inh	Caspase-1 inhib	FLuc inh	TexasRed autofl	Tau fil binding	HADH2 inh	ERK AVP block	HEK293 cAMP cs	Rhodamine autofl	Fluorescein autfl	Casp7 inh
CCOC(=O)c1ccc(NC(=O)N2CCN(CCc3ccccc3)CC2)cc1	3%	2%	25µM*	i	0%	-2%	-19%	-6%	i	?	-1%
NC(=O)CSCc1ccc(Br)cc1	-7%	-1%	-1%	i	0%	1%	-24%	4%	i	?	1%
O=C(CSc1nnnn1-c1ccc2c(c1)CCC2)Nc1ccc2c(c1)OCCO2	17%	-3%	-1%	i	36%	13%	27%	?	i	i	0%[0.00368 µM]

Other structures follow.
SMILES	USP2a inh	Caspase-1 inhib	FLuc inh	TexasRed autofl	Tau fil binding	HADH2 inh	ERK AVP block	HEK293 cAMP cs	Rhodamine autofl	Fluorescein autfl	Casp7 inh
COC(=O)c1ccc(C(NC(=O)OCc2ccccc2)/C(=C/[C@@H](C)C(=O)NCCF)c2cccnc2)cc1 (some centres not stated)	.	1%	.	.	-2%	6%	15%	8%	.	.	-1%
C=CCOCC1CN2C(CCC(C)C2c2ccc(Br)cc2)C(=O)O1 (configuration not stated)	.	0%[11.5 µM]	.	.	.	3%[11.4 µM]	-5%[11.5 µM]	16%[11.4 µM]	.	.	0%[11.5 µM]
COc1cccc(CN(Cc2cccnc2)S(=O)(=O)c2ccc(-n3cnnn3)c(C)c2)c1	.	-3%	3%	i	-6%	12%	-9%	11%	i	?	1%
CCCc1cc(Nc2cccc(OCC)c2)n2ncnc2n1	5%	1%	1%	i	-1%	15%	-11%	23%	i	?	1%
O=C(OCn1nnc2ccccc2c1=O)c1ccc2c(=O)n3c(nc2c1)CCC3	25%	2%	-2%	?	-18%	0%	-2%	-6%	i	i	-4%
Cc1cc(C)n(CC(=O)NC2CCCCC2)n1	-3%	0%	-1%	?	-10%	-1%	-29%	8%	i	i	1%
CCC(C)[C@H](NC(=O)Nc1ccc2c(c1)OCCO2)C(=O)O (some centres not stated)	1%	-1%	-7%	i	12%	2%	17%	5%	i	i	0%
COc1ccc(CN(C2CCCC2)S(=O)(=O)c2ccc(-n3cnnn3)cc2)cc1OC	25%	-3%	-1%	i	6%	4%	?	12%	i	i	-1%
Cc1cc(NS(=O)(=O)c2ccc(Nc3nc(-c4sc(N)nc4C)cs3)cc2)no1	10%	-4%	-5%	.	23%	13µM*	-22%	2%	.	.	-1%
COC(=O)c1ccccc1S(=O)(=O)Nc1ccc2cn[nH]c2c1	3%	2%	0%	i	1%	-21%	20%	4%	i	?	0%
O=C(Cn1c(C2CC2)nc2ccccc2c1=O)Nc1ccc(Br)cc1	16%	0%	-3%	?	354%	-10%	-1%	2%	i	i	-1%
O=C(Nc1ccc2oc(-c3ccccc3F)nc2c1)c1ccc2c(c1)OCCO2	41%[activator]	-2%	-29%	i	482%	?	10µM*	18%	i	i	-4%
CC1CC1C(=O)OCc1cc(=O)n2cc(Br)ccc2n1 (configuration not stated)	8%	-2%	-27%	i	1%	-1%	27%	2%	i	?	-1%
COC(=O)Cc1c[nH]c2ccc(OCC(O)CNC(C)C)cc12 (configuration not stated)	10%	-2%	0%	?	-9%	13%	-4%	7%	i	i	1%
CCOC(=O)c1cnc(SCC(=O)N2CCN(C(=O)c3ccco3)CC2)nc1N	20%	0%	0%	i	-11%	-5%	-8%	0%	i	i	0%
Cc1ccccc1-c1nnc(SCc2ccccc2)o1	-1%	-1%	-5%	?	-7%	-10%	67%[activator]	26%	i	?	-5%
CC(C)c1ccc(OCc2ccc(C(=O)N3CCN(c4ccccn4)CC3)cc2)cc1	-1%	-4%	2%	i	14%	-6%	15%	25%	i	i	-2%
c1ccc2c(c1)ncn2Cc1nnc2sc(-c3ccc4c(c3)OCO4)nn12	33%[activator]	-1%	0%	i	24%	16µM*	-11%	?	i	?	-4%
COc1ccc(OC(=O)c2cccc(S(=O)(=O)N3CCCC3)c2)cc1	7%	-2%	1%	i	0%	1%	1%	6%	i	i	-1%
C(=C\c1ccco1)/C=N/n1cnnc1	-9%	-5%	1%	i	17%	?	3%	12%	i	i	-7%
O=C(CSc1nnc(-c2ccc(Br)cc2)n1C1CCCCC1)N1CCCC1	17%	0%	1%	i	10%	-5%	-10%	10%	i	i	1%
COC(=O)c1ccc(C(=O)OC)c(NC(=O)CCC(=O)O)c1	.	-13%	-3%	.	6%	11%	-6%	-5%	.	.	-24%
O=C(CN1CCOCC1)N1CCN(C(=O)CN2CCOCC2)CC1	2%	-3%	2%	i	0%	?	-13%	?	i	?	1%
COc1ccc(C(=O)CSc2nc(SC)ns2)cc1OC	4%	-2%	5%	i	-17%	?	?	?	i	?	1%
CCOC(=O)c1c(C)oc2c(CN3CCN(C)CC3)c(Br)c(OC)c(O)c12	13%	-1%	-1%	?	43%	-10%	-2%	8%	i	?	-1%
CCc1ccc(C(C)NC(=O)c2cc(C)oc2C)cc1 (configuration not stated)	21%	-2%	0%	i	13%	?	4%	3%	i	i	-2%
CCOC(=O)C(C)n1cnc2c(nnn2-c2ccc(C)cc2)c1=O (configuration not stated)	3%	-1%	-8%	i	1%	2%	10%	14%	i	i	1%
CCOC(=O)c1[nH]c(C)c(C(=O)Nc2cc(Cl)ccc2C)c1C	31%[activator]	0%	0%	i	40%	7%	7%	22%	i	i	0%
O=c1cc(CSc2ccc(Cl)cc2)nc(N2CCOCC2)[nH]1	2%	1%	1%	?	-23%	4%	2%	-6%	i	i	0%
CC(C)n1c(CCCO)nc2ccccc21	0%[7.66 µM]	-1%	0%	.	-5%[11.4 µM]	-4%[11.4 µM]	7%	-1%[11.4 µM]	.	.	2%
CCOCCn1c(=O)c2c(nc3n2CCN3c2ccc(CC)cc2)n(C)c1=O	7%	2%	1%	i	2%	-1%	3%	-23%	i	i	-1%
Cc1noc(C)c1COC(=O)c1ccccc1Oc1ccccc1	-4%	-3%	-1%	i	-5%	-10%	5%	32µM*	i	?	-1%
CC1CCCCN1C(=O)N[C@@H](Cc1ccccc1)C(=O)O (some centres not stated)	-3%	0%	-1%	i	2%	?	17%	4%	i	?	0%
Cc1noc(C)c1C(=O)N1CCC[C@@]2(CCN(C(=O)NC(C)C)C2)C1	-14%	-1%	0%[11.4 µM]	i	13%	-4%	10%	11%	i	i	2%
CCCn1c(CN(Cc2ccccc2)Cc2ccccc2)nc2c1c(=O)n(C)c(=O)n2C	.	-4%	-3%	.	1%	16%	.	?	.	.	-1%
CCCCc1cc(=O)oc2cc(C)c(CN3CCCC3)c(O)c12	-19%	-9%	0%	i	20µM*	25µM*	-9%	0%	i	i	-18%
Nc1nnc(C2CCCC2)s1	-4%	-1%	5%	.	-8%	0%	-1%	21%	.	.	-1%

Source: PubChem
